Compound activity as filed in PubChem.
TDP1 cell CPT – qHTS for Inhibitors of human tyrosyl-DNA phosphodiesterase 1 (TDP1): qHTS in cells in presence of CPT | Potency, µM (top dose mostly 46.2 µM), inactives show at the highest dose activity change, negative = growth inhibition, actives largely listed as inhibitors | AID 686979, 2013 | chicken DT40 Tdp1-/-;hTDP1 cells + 20 nM CPT, ATP luminescence, 48 h | 420,000 tested, 12% active; also: nearly all actives have a fitted effect of over 55% in size
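Chicken DT40 Tdp1-/- cells complemented with human TDP1, 400 cells/well, exposed to compounds plus 20 nM camptothecin for at least 48 h at 37 C; viability read as ATP content by CellTiter-Glo luminescence.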
FEN1 inh – qHTS Assay for the Inhibitors of Human Flap endonuclease 1 (FEN1). Recombinant FEN1 flap cleavage, fluorescence, 15 min. P39748. 390,000 tested, 0.35% active. Potency, µM (highest dose often 114 µM), without a hit: at the top dose activity change, negative = inhibition, hits mostly inhibitors. AID 588795, 2011; also: nearly all actives have a fitted effect of over 65% in size
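Read-out was taken twice, immediately and after 15 min, following addition of 50 nM substrate to 10 nM FEN1 that had sat with test compound for 15 min at room temperature. Curves came from a four-parameter Hill model.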
GCN5L2 inh – qHTS Assay for Inhibitors of GCN5L2; Potency, µM (series often up to 58.9 µM), for inactives: top-dose activity change, negative = inhibition, most hits filed as inhibitors; GCN5L2 HAT assay, ThioGlo1 CoA-SH fluorescence; Histone acetyltransferase KAT2A (Homo sapiens), Q92830; 390,000 tested, 0.21% active
Target sequence (Q92830 whole entry, looked up): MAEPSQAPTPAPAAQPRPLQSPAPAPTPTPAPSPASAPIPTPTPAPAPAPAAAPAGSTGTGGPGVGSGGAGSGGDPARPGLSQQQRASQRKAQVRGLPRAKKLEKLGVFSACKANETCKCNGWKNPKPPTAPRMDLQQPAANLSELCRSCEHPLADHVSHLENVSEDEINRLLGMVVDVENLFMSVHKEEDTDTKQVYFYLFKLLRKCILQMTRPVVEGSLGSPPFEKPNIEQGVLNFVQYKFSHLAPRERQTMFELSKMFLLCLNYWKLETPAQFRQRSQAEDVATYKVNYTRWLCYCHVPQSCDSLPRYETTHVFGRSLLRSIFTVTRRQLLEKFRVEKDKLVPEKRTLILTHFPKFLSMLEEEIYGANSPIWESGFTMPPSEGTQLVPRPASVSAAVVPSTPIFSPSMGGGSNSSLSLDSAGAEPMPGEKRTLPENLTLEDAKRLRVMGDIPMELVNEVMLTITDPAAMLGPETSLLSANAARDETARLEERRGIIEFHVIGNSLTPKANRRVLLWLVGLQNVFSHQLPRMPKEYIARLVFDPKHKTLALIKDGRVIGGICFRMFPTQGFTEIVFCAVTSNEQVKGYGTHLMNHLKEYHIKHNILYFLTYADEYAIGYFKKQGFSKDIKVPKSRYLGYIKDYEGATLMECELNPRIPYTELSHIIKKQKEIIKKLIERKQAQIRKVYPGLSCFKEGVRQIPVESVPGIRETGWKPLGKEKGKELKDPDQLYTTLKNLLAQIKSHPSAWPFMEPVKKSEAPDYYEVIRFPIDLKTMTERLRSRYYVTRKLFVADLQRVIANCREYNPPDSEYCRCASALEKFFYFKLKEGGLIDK
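Preincubate 20nM GCN5L2 with compound 15 min, RT → add 50uM ThioGlo1 + 75uM H3(1-25) + 70uM acetyl-CoA → read fluorescence 0 and 20 min. Primary qHTS; fluorescent artifacts likely.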
* = called active by the depositor; ? = inconclusive; / = no result given; [ ] = remark or other dose. Calls follow the shape of the dose curve; as a rule, active = well fitted curve in the direction sought with a large enough effect; inconclusive = small, poorly fitted or top-dose-only effect, or another doubt; inactive = no such curve, though single readings can be large; an effect the other way counts as inactive or inconclusive. % is scaled to controls: 0 for no effect and ±100 for the full control effect; potency is read from the fitted curve at half-maximal effect. Not all compounds are listed. The share of hits here may be higher or lower than overall.

SMILES | TDP1 cell CPT | FEN1 inh | GCN5L2 inh
Cn1ncc(Br)c1C(=O)N1CCCC1 | 12% | 4% | -23%
OCCSc1nc(N2CCOCC2)nc(N2CCOCC2)n1 | ? | 5% | -1%
COC(=O)c1c2c(nc3ccccc13)CCC2 | -20% | -7% | -1%
O=C(NCC1CCCO1)c1cc(NS(=O)(=O)c2cccs2)cc(NS(=O)(=O)c2cccs2)c1 (stereo not given) | 0% | 16% | -7%
CN(C)c1ccc(CNC(=O)c2ccccc2NC(=O)c2nsc3ccccc23)cc1 | 16µM* | -4% | -2%
Clc1ccc(-c2nnc(SCc3nc4ccccc4s3)o2)cc1 | 7% | -1% | 30%
COC(=O)c1nnn(-c2cccc(C)c2)c1N | / | 21% | -3%
CCCC(=O)Nc1ccc(N2CCN(C(=O)c3cccs3)CC2)cc1 | -1% | -1% | -6%
COC(=O)C1C/C(=N\NS(=O)(=O)c2ccc(C)cc2)c2ccccc2C1 (stereo not given) | -16% | -1% | ?
CCCCn1c(-c2cccs2)nc2nc3ccccc3nc21 | ? | ? | -17%
CCOC(=O)Nc1ccc2c(C)cc(=O)oc2c1 | -2% | -4% | 3%
CN(C)CCCn1c(=O)n(C2CCCCC2)c(=O)c2c3c(sc21)CCCCC3 | ? | -14% | /
O=S(=O)(c1ccc(-n2cnnn2)cc1)N1CCC(N2CCCCC2)CC1 | 0% | 19% | -14%
COc1ccc(N2CCN(C(CNC(=O)C(=O)NCc3ccc4c(c3)OCO4)c3ccco3)CC2)cc1 (stereo not given) | ? | 26% | -5%
CCOC(=O)c1sc2nc(N3CCOCC3)c3c(c2c1N)CC(C(C)C)OC3 (stereo not given) | 8.2µM* | -11% | 3%
COc1ccc(CNC(=O)Nc2cccc3ccccc23)cc1 | -13% | -5% | -6%[0.501 µM]
COc1ccc(/C=C/C(=O)Nc2nc3n(n2)C(c2ccccc2)C=C(c2ccccc2)N3)cc1 (stereo not given) | 7.3µM* | -1% | -7%
CCc1ccc(NCc2cc3ccc(OC)cc3n(CC(=O)Nc3ccc(F)cc3F)c2=O)cc1 | / | -1% | -4%
Cc1occc1C(=O)NNC(=O)C1CC1 | 6% | -8% | 2%
O=C(COc1ccccc1)N1CCN=C1SCc1ccc(F)cc1 | -17% | 2% | -29%
CC(N)(COP(=O)(O)O)C(=O)O (stereo not given) | -18% | / | 0%
O=C(O)c1c(C(=O)O)c(-c2ccc(F)cc2)n2c1CCC2 | 8% | -11% | 2%
COc1ncc2nc(-c3cn(C)c4ccccc34)c(=O)n(C[C@H]3CCCO3)c2n1 | 3% | / | -5%
Cc1ccc(NC(=O)c2ccccc2)s1 | -19% | -19% | 2%
O=C(NCc1cccnc1)c1ccc(NC(=O)c2cccc([N+](=O)[O-])c2)cc1 | 15µM* | 6% | 5%
N#C/C(=C\c1ccccc1[N+](=O)[O-])C(=O)NCc1ccccc1 | -21% | -9% | -14%
CCOc1ccc(C(=O)N2CCN(Cc3ccccc3)CC2)cc1OCC | -6% | 0% | 3%
O=C1CS/C(=C/C(=O)c2ccccc2)N1 | -12% | -6% | -8%
CCCn1c(NC(=O)c2ccccc2)nc2ccccc21 | ? | 4% | -1%
CCOc1ccc(C(=S)N2CCOCC2)cc1 | 0% | 1% | -2%

In the list so far, 5 have an aryl methoxy group:
SMILES | TDP1 cell CPT | FEN1 inh | GCN5L2 inh
COc1ccc(N2CCN(C(CNC(=O)C(=O)NCc3ccc4c(c3)OCO4)c3ccco3)CC2)cc1 (stereo not given) | ? | 26% | -5%
COc1ccc(CNC(=O)Nc2cccc3ccccc23)cc1 | -13% | -5% | -6%[0.501 µM]
COc1ccc(/C=C/C(=O)Nc2nc3n(n2)C(c2ccccc2)C=C(c2ccccc2)N3)cc1 (stereo not given) | 7.3µM* | -1% | -7%
CCc1ccc(NCc2cc3ccc(OC)cc3n(CC(=O)Nc3ccc(F)cc3F)c2=O)cc1 | / | -1% | -4%
COc1ncc2nc(-c3cn(C)c4ccccc34)c(=O)n(C[C@H]3CCCO3)c2n1 | 3% | / | -5%

Additional records
SMILES | TDP1 cell CPT | FEN1 inh | GCN5L2 inh
O=c1cc(O)c2c(=O)[nH]c(=O)n(-c3ccccc3)c2[nH]1 | -7% | 2% | 1%
COc1ccc(NC(=O)Nc2ccc(F)cc2)cn1 | 16µM* | -15% | -4%
CCOC(=O)C1CCN(C(=O)C(CC)c2ccccc2)CC1 (stereo not given) | -2% | 19% | -10%
O=C(CSc1nnc2ccccn12)NNC(=O)c1ccc(Cl)cc1 | -3% | -5% | -10%
CCCn1c(CCC(=O)Nc2ccccc2OC)nc2cccnc21 | -19% | -1% | -7%
O=C(Nc1ccccn1)c1cc2cc([N+](=O)[O-])ccc2s1 | 2% | -18% | -3%
O=C(NNC(=O)c1ccc(Br)s1)c1cccc(S(=O)(=O)N2CCCC2)c1 | -13% | -1% | -2%
Cc1ccc2c(c1)C1CN(C)CCC1N2S(=O)(=O)c1cc(C(F)(F)F)ccc1Cl (stereo not given) | ? | -20% | -8%
CS(=O)(=O)N1CCc2cc(S(=O)(=O)NCCNS(=O)(=O)c3ccc4c(c3)CCN4S(C)(=O)=O)ccc21 | 1% | -2% | -2%
COc1ccc(CCNC(=O)c2c(C)nn(-c3ccccc3)c2Cl)cc1 | -17% | -1% | -16%
Cc1ccc(C2NC(=O)c3ccccc3N2)c(C)c1 (stereo not given) | 2.1µM* | 9% | /
CC(NC(=O)c1ccccc1Cl)c1nnc(SCC(=O)Nc2ccc(C(=O)O)cc2)n1C (stereo not given) | 6% | -10% | -4%
C=CCNC(=O)c1cccc(OC2CCN(CC(C)(C)C)CC2)c1 | 13% | -4% | -4%
COc1ccc2oc(C(=O)OCC(=O)Nc3ccc(C(=O)N(C)C)cc3)c(C)c2c1 | 3% | -3% | 0%
CCCCN(C)C(=O)CN1C(=O)c2cccnc2Oc2ccc(Cl)cc21 | -27% | 6% | -6%
CC1Cc2ccccc2N1CC(=O)NC(=O)NC1CCCCC1 (stereo not given) | 18µM* | -4% | -1%
O=C(Cn1cnc2scc(-c3ccc(Br)cc3)c2c1=O)N1CCOCC1 | -17% | -1% | -15%
CCS(=O)(=O)c1cc([N+](=O)[O-])c(Sc2ccccc2NC(C)=O)s1 | 3.3µM* | -6% | -11%
Cc1noc(C)c1-c1nccc(NCc2cccs2)n1 | ? | / | -13%
Cc1ccccc1Nc1nc(N)nc(CSc2nnnn2C)n1 | -15% | -14% | 4%
CCNC(=S)Nc1ccc(NC(=O)c2ccccc2O)cc1 | -10% | 3% | -8%
CC(C)(Oc1ccc(Cl)cc1)C(=O)NC1CCCCC1 | ? | -6% | -4%
Oc1ccc2ccc3cccc[n+]3c2c1 | 4% | -10% | /
CCC(C(=O)Nc1nnc(-c2ccco2)s1)c1ccccc1 (stereo not given) | -25% | -9% | 0%
O=C(C1=C[C@H](c2coc3ccccc3c2=O)C[C@H](OCc2ccc(CO)cc2)O1)N1CCOCC1 | -22% | -13% | -5%
CC(=O)C1=C(C)NC(SCC(N)=O)=C(C#N)C1C (stereo not given) | -29% | 6% | -5%
CN1CCN(c2ncnc3scc(-c4ccccc4Cl)c23)CC1 | ? | -4% | -1%
CCc1nnc(NC(=O)c2ccc(S(=O)(=O)N3CCOCC3)cc2)s1 | -2% | -1% | 2%
O=C(C(=O)c1cccnc1)c1cccnc1 | -3% | 2% | -2%
O=C(CN1CCN(c2ccccn2)CC1)NCCc1ccccc1 | -5% | 0% | -3%
COc1ccc(Cl)cc1NC(=O)C1CCCO1 (stereo not given) | -9% | -12% | -6%
O=C(Oc1ccc(/C=N/O)cc1)c1ccccc1Cl | 6% | 9% | -7%
CSc1nc(N(C)C)nc(N(C#N)CCOC(C)=O)n1 | ? | 13% | -11%
COc1ccccc1OCC(=O)NCCS(=O)(=O)N1CCN(c2ccc(F)cc2)CC1 | ? | 15% | -10%
O=C(COC(=O)c1ccc(Cl)c(S(=O)(=O)N2CCN(c3ccc(F)cc3)CC2)c1)Nc1cccc(Cl)c1 | -9% | 2% | -7%
CC(=Nc1ccccc1)C1=C(O)C(Cc2ccc(O)cc2)NC1=O (stereo not given) | 0.018µM* | 4% | /
Cc1ccc(C(=O)Nc2ccccc2N2CCCCC2)cc1 | -11% | -15% | -25%
CC1(C)CCc2cc(-c3ccnc(=S)[nH]3)ccc2O1 | ? | -12% | ?
Cc1ccc(C(=O)OCc2c(C)noc2C)cc1NC(=O)c1ccco1 | -29% | -4% | -1%
CCSc1nc2ccccc2n1Cc1nc(N)nc(N(C)C)n1 | -13% | -4% | -1%
Fc1ccc(OCc2nc(-c3ccc(Br)o3)no2)c(F)c1 | 17% | -29% | -11%
COc1ccccc1N1CCN(C(=O)Cn2c(=O)[nH]c3ccsc3c2=O)CC1 | -3% | -1% | -13%
COc1ccc(NC(=O)Nc2nnc(-c3ccncc3)s2)cc1 | 23µM* | -5% | 0%
COCCCNS(=O)(=O)c1ccc2[nH]c(=O)[nH]c2c1 | 6% | 8% | 1%
Cc1c(CNC2CCCC2)c(C(=O)O)c(C)n1Cc1ccccc1 | -17% | -8% | -6%

Structures above with a furan ring, fused or not (six):
SMILES | TDP1 cell CPT | FEN1 inh | GCN5L2 inh
COc1ccc(N2CCN(C(CNC(=O)C(=O)NCc3ccc4c(c3)OCO4)c3ccco3)CC2)cc1 (stereo not given) | ? | 26% | -5%
Cc1occc1C(=O)NNC(=O)C1CC1 | 6% | -8% | 2%
COc1ccc2oc(C(=O)OCC(=O)Nc3ccc(C(=O)N(C)C)cc3)c(C)c2c1 | 3% | -3% | 0%
CCC(C(=O)Nc1nnc(-c2ccco2)s1)c1ccccc1 (stereo not given) | -25% | -9% | 0%
Cc1ccc(C(=O)OCc2c(C)noc2C)cc1NC(=O)c1ccco1 | -29% | -4% | -1%
Fc1ccc(OCc2nc(-c3ccc(Br)o3)no2)c(F)c1 | 17% | -29% | -11%

(listing goes on)
SMILES | TDP1 cell CPT | FEN1 inh | GCN5L2 inh
O=C1C(C=NCCN2CCOCC2)=C(O)c2ccccc21 | -17% | -2% | -8%
O=C(NCCc1ccccc1)Nc1ccc(Cl)cc1 | -7% | 5% | -2%
Cc1nc2ccc(Nc3ccncc3)cc2s1 | 9% | 15% | -1%
CSc1ccc(CN2CCN(C(=O)c3ccncc3)CC2)cc1 | 4% | 15% | 1%
CC(=O)Nc1c(Cl)cc2c(c1Cl)Cc1ccccc1-2 | ? | 9% | /
CC1CN(Cc2ccccc2)C(=O)N(c2ccccc2)C1=O (stereo not given) | 7% | -6% | /
O=C(COC(=O)Cc1cn2ccsc2n1)NC12CC3CC(CC(C3)C1)C2 | -8% | 5% | -1%
O=C(N/N=C/c1cccc2ccccc12)c1cccs1 | 26µM* | -18% | -26%
Cc1ccc(C(C)C)c(OCC(=O)NCC2(N3CCOCC3)CCCCC2)c1 | 9.2µM* | -21% | -17%
Cc1nn(-c2ccc(N3CCOCC3)nn2)c(C)c1CCC(=O)Nc1ccc(F)cc1F | ? | 3% | -11%
CCC1(C)NC(=O)N(CC(=O)N2CCC(Cc3ccccc3)CC2)C1=O (stereo not given) | -20% | 1% | 1%
CCn1cnc2c(Nc3cccc(Cl)c3)nc(C#N)nc21 | / | -2% | 2%
CN(CCc1ccccc1)C(=O)c1ccc(NC(=O)Cc2ccc(NC(=O)C3CCN(C(=O)C4CCCC4)CC3)cc2)cc1 | 16µM* | -3% | /
COc1ccc(-n2nc(C(=O)NCC(=O)NCCCN3CCOCC3)c3ccccc3c2=O)cc1Cl | -1% | -2% | -3%
Cc1ccc(C(=O)CSc2nn3c(=O)c(C(C)(C)C)nnc3s2)cc1 | ? | -6% | -3%
O=C(O)C1C2CCC(O2)C1C(=O)Nc1ccc(O)cc1 (stereo not given) | 2% | 3% | -1%
CN1CC[C@H](CN2c3ccccc3Sc3ccccc32)C1 | ? | 3% | 13%
O=C(CCNC(=O)C1CCN(S(=O)(=O)c2ccc(F)cc2)CC1)NC1CC1 | 0% | -4% | 3%
CCOC(=O)C1=C(C)N(C)C(C)=C(C(=O)OCC)C1c1ccc(C(=O)OC)cc1 | ? | -19% | -7%
Cn1c(SCC(=O)N2CCOCC2)ncc(C(=O)Nc2ccc(F)cc2)c1=O | ? | -2% | -4%
COc1cc(NC(=O)c2cc3c(s2)-c2ccccc2OC3)cc(OC)c1OC | 16µM* | ? | -14%
O=S(=O)(Nc1nccs1)c1ccc(NS(=O)(=O)c2c(F)cc(F)c(Cl)c2F)cc1 | 4% | -11% | -3%
CCN1CCN(C(=O)Cn2ncc3c4ccccc4n(Cc4ccccc4)c3c2=O)CC1 | 16µM* | -8% | 1%
CCOc1ccc(S(=O)(=O)N2CCN(c3ncccn3)CC2)cc1 | -14% | 0% | 1%
CC(C)(C)CNc1cc(N2CCCC2)ccc1[N+](=O)[O-] | -20% | -3% | -2%
O=C(Nc1ccccc1Oc1cccnc1)C1CCCN(Cc2ccccc2O)C1 (stereo not given) | ? | 31% | 2%
O=C(COc1cccc2ccccc12)Nc1ccc(Cl)cc1C(=O)O | ? | -17% | -11%
